CDK5 p35 inh = CDK5/p35 (human) kinase inhibition; Q00535+Q15078; Recombinant CDK5/p35, ADP-Glo luminescence, 60 min; inhibition, % at 10 µM; 330,000 compounds, 0.01% hits;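 active = highest replicate inhibition of at least 50% and at least 75% of replicates reaching 50%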;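 note: plate controls were DMSO neutral control for no effect and GW8510 at 10 µM for full effect; many of its hits are not listed in these tables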
Target sequence (Q00535 whole entry, looked up): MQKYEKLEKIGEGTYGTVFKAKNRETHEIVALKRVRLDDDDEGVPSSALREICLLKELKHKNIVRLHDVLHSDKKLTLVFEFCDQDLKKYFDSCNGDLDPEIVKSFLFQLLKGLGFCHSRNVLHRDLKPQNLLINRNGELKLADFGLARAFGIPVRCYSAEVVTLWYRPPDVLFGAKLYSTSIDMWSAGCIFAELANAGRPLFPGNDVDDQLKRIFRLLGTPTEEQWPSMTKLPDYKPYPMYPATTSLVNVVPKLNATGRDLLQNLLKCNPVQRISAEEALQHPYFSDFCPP
Target sequence (Q15078 whole entry, looked up): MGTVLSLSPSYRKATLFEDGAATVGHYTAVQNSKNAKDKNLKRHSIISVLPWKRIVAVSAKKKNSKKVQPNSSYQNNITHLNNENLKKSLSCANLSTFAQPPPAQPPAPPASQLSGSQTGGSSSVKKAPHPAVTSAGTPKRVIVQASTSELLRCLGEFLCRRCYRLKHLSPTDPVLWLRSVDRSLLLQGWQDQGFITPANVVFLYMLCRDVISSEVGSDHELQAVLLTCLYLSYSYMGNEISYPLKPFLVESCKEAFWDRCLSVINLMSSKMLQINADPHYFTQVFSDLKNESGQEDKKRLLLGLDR
MITF TRPM1 HTS = MITF TRPM1 promoter activation in melanoma cells | AID 588334 | 300,000 compounds, 0.75% hits | SK-MEL-5 TRPM1-promoter luciferase, 24 h; % of positive control, neutral wells = 0 | activation, % at 12.5 µM;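 active = mean activation of at least 80% with every replicate also reaching 80%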;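 note: 0% = neutral control wells and 100% = parthenolide positive control wells; values of inactives mirror those of a sister screen read the other way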
HTR5A ag ctr = activates human HTR5A in OPRM1-OPRD1 agonist counter-screen | P47898 | HTR5A agonist assay, luminescence, cell-based | activation, % at 9.3 µM | 340,000 compounds, 0.61% hits | AID 504692; in the data active = activation mostly above about 9.5%, no sharp cut-off; inactive = mostly below about 7.6%;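 note: 0% = cells with vehicle only and 100% = reference agonist; strong numbers were not always called active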
Target sequence (P47898 whole entry, looked up): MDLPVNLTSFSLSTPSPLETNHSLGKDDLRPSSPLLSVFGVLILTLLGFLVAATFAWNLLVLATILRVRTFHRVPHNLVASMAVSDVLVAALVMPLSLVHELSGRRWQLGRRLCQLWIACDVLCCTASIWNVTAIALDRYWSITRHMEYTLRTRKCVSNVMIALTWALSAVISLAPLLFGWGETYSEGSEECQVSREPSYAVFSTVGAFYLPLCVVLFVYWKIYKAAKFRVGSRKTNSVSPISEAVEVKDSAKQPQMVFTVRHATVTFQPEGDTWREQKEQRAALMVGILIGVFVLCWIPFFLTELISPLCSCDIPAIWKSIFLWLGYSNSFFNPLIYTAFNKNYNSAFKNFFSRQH
Wnt bcat act = activates Wnt/beta-catenin signaling in a reporter cell assay | activator, plate reader | activation, % at 9.35 µM | 300,000 compounds, 1.2% hits; in the data active = activation above about 30%, passing the limit was not always enough;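 note: 0% = neutral control wells and 100% = positive control wells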
dFosB act = mouse delta FosB homodimer activation; activation, % at 25 µM; P13346; 340,000 compounds, 0.99% hits; purified delta FosB, TAMRA-CDK5 oligo fluorescence polarization; percent of positive-control signal above neutral wells;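 active = mean activation above about 17%, with every replicate also reaching it, limit read from the data, passing the limit was not always enough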;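 note: fluorescence polarization rise as delta FosB binds a TAMRA Cdk5 AP-1 oligo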
SR-BI HDL uptake = mouse SR-BI HDL lipid transfer inhibition; 320,000 compounds, 0.96% hits; inhibition, % at 12.5 µM; AID 488896; ldlA[mSR-BI] CHO cells, DiI-HDL uptake fluorescence, 3 h;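 active = mean replicate inhibition of at least 70% and a set share of replicates each scoring 70 or more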;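 note: 0% = median of neutral control wells and 100% = median of positive control wells; values of inactives mirror those of a sister screen read the other way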
Rtt109 Vps75 = C. albicans Rtt109 histone acetyltransferase inhibition; purified Rtt109/Vps75, ThioGlo CoA-SH fluorescence, 4 h; inhibition, % at 34.9 µM; 330,000 compounds, 0.16% hits;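 active = inhibition of at least 50% in every replicate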
SR-BI DiI-HDL act = SR-BI HDL lipid transfer activation. 320,000 compounds, 0.096% hits. AID 504775. CHO ldlA[mSR-BI] cells, DiI-HDL uptake fluorescence, 3 h; 100 = double the neutral-control signal. activation, % at 12.5 µM;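 active = mean replicate activation of at least 60% and every replicate at or above 60%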;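 note: 0% = median plate neutral-control signal and 100% = twice that signal; values of inactives mirror those of a sister screen read the other way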
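Material – SR-BI-overexpressing, LDLR-lacking CHO cells · Medium – BSA-supplemented, HEPES-buffered Ham's F12, pH 7.4 · Doses – single concentration · Times – compound with DiI-HDL co-incubation, 3 h at 37 °C · Measured by – bottom-read fluorescence, 550/595 nm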
PvdQ inh = blocks Pseudomonas aeruginosa PvdQ acylase activity; AID 488965; 340,000 compounds, 0.063% hits; inhibition, % at 10 µM; purified PvdQ acylase, fluorescence plate reader; in the data active = inhibition above about 30%, passing the limit was not always enough;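 note: 0% = vehicle neutral wells and 100% = reference inhibitor wells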
cardiac RTF act = cardiac RTF calcium sensitization; IANBD-labeled TnC RTF fluorescence at EC20 calcium; 0% EC20 calcium, 100% full calcium; activation, % at 7.2 µM; 340,000 compounds, 0.24% hits;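 active = activation above the mean over all tested compounds plus 3 SD, cut at about 30% in these data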;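 note: rise in fluorescence read as greater calcium sensitivity of cardiac thin filaments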
Active calls of the source: *; / = not tested or not shown; & = joins results of further samples. Random draw from the library. Share with any hit: about 4.4%.

SMILES	CDK5 p35 inh	MITF TRPM1 HTS	HTR5A ag ctr	Wnt bcat act	dFosB act	SR-BI HDL uptake	Rtt109 Vps75	SR-BI DiI-HDL act	PvdQ inh	cardiac RTF act
CCCN1C(=O)c2ccccc2NC1c1cc(OC)c(OC)c(OC)c1 (stereo not given)	-1.2	2	-1	-7	5	-25	-24	25	-6	-6
CCOC(=O)N1CCN(C(=O)CSc2cc(C)nc3c(-c4ccccc4OC)c(C)nn23)CC1	-1.1	13	5	/	-7	21	-1	-21	-4	-11
COc1ccc(S(=O)(=O)N2CCOCC2)cc1NC(=O)COc1ccc2c(C)cc(=O)oc2c1	-1.1	21	0	3	11	55	-4	-55	-3	-4
Cc1cc(C)nc(NS(=O)(=O)c2ccc(NC(=O)c3ccc(S(=O)(=O)N4CC(C)OC(C)C4)cc3)cc2)n1 (stereo not given)	-1.4	16	2	/	-1	-23	6	23	-5	0
CCOC(=O)C1=C(N)N(c2ccc(N3CCCCC3)cc2)C(=O)C1	0.1	-4	-5	/	0	14	4	-14	-8	9
COc1ccc(C(=O)NCCc2nnc3ccc(SCC(=O)N4CCCCC4)nn23)cc1	0.5	-15	3	-4	1	-11	2	11	-11	-1
CSc1c(SCc2ccccc2)cnn(Cc2ccccc2)c1=O	-1.6	1	2	/	-8	9	5	-9	-12	9
O=S(=O)(Nc1cccc(S(=O)(=O)N2CCOCC2)c1)c1ccc(Cl)s1	-0.7	2	7	-4	-1	7	-3	-7	2	5
CCOC(=O)C1CCN(C(=O)CSc2nnc(-c3ccco3)n2-c2ccccc2)CC1	-3.1	/	6	0	-3	7	5	-7	-25	-3
CCOC(=O)C1=C(CSc2nc3c(cc2C#N)CN(C)CC3)OC(N)=C(C#N)C1c1ccc(F)cc1 (stereo not given)	-0.1	-6	1	/	-4	10	27	-10	-14	10
Cc1cc(C)c(S(=O)(=O)NCc2csc(C)n2)c(C)c1	-0.5	3	3	2	3	5	-11	-5	-3	2
CSC1=NC2(CC(c3ccccc3)Oc3cc(O)ccc32)CC(C)(C)N1 (stereo not given)	0.2	/	-4	-3	-5	-4	0	4	-8	-3
CC(=O)c1cn(CC(=O)Nc2ccccc2C(F)(F)F)c2ccccc12	0.6	-2	2	-1	4	-3	2	3	1	-9
COCCNC(=O)/C(C#N)=C/c1ccc(OCc2ccc(F)cc2)cc1	0.7	37	-4	5	-8	-7	-10	7	-1	5
CCOC(=O)c1cnc2ccc(OCC)cc2c1NCCN1CCOCC1	3.8	26	2	0	-6	16	-18	-16	1	3
O=S1(=O)C=C(Oc2ccc3ccccc3c2)c2ccccc21	-0.2	-5	1	/	-9	-4	7	4	-4	0
COc1cc(C(=O)NCCc2ccc(S(N)(=O)=O)cc2)ccc1OCc1c(C)noc1C	0.1	3	-5	-2	26*	54	-2	-54	-8	-1
O=C(CCCCn1cnc2c(=S)nc[nH]c21)Nc1ccc(C(=O)O)cc1	16	-2	1	-5	-4	-26	17	26	6	0
Cc1cc(C)c(NC(=O)CNC(=O)CNC(=O)C2CCCCC2)c(C)c1	-0.2	0	5	0	-2	-4	5	4	-12	-5
OCC1(Cc2ccccc2)CCN(C2CCN(c3ccc(F)c(F)c3)CC2)CC1	-4.0	13	-3	-1	-5	5	11	-5	1	3
CC(C)NC(=O)C1CCCN(S(C)(=O)=O)C1 (stereo not given)	4.3	-1	5	7	5	5	41	-5	6	-5
O=C(CNC(=O)c1ccncc1)N/N=C/c1cc(Br)ccc1O	2.1	-3	3	-9	4	-2	-13	2	-4	-2
CCCOc1ccc(/C(O)=C2\C(=O)C(=O)N(CCCOC)C23C(=O)N(C)c2ccccc23)cc1 (stereo not given)	0.1	2	3	-2	3	-10	12	10	-17	-7
O=C(O)CSCc1nc2ccccc2s1	1.0	0	6	39*	-7	-11	-7	11	-12	-2
COc1ccc(C(=O)c2c3ccc(C(F)(F)F)cc3[n+]([O-])n2CCCC(N)=O)cc1	0.0	8	-3	0	-2	0	7	0	8	-8
Cc1oc(CC(C)C)cc1C(N)=O	0.6	3	-1	-1	3	-41	12	41	7	1
COc1ccc(/C=N/NC(C)(C)C)c(OC)c1	0.1	-5	5	-1	2	9	1	-9	8	-2
COc1ccc(Br)cc1CNC(=O)CCNC(=O)Cn1ccc2ccccc2c1=O	1.2	-3	0	-2	11	43	-14	-43	6	-2
COc1cc(CNC(=O)c2ccc(Cn3nc(C)c(Cl)c3C)o2)cc(OC)c1	-3.3	-7	-5	/	-11	59	8	-59	-8	5
CCOC(=O)c1c(-c2ccccc2)nc2ccc(C)cn12	0.0	43	-5	47*	-26	8	-5	-8	-17	-1
COc1ccc2c(C)nc(Nc3nc(C)c(C)c(=O)[nH]3)nc2c1	0.1	/	-4	/	-1	10	0	-10	-12	-5
CC(Sc1nnc2n1CCCCC2)C(=O)Nc1ccc(S(N)(=O)=O)cc1 (stereo not given)	0.5	-11	-8	-3	-10	11	-6	-11	-7	1
COc1ccc(S(=O)(=O)N2CCN(C(=O)CC3CC4CCC3C4)CC2)cc1 (stereo not given)	-0.3	-9	6	1	-5	-6	-3	6	-13	3
Cc1sc(NC(=O)/C=C/c2ccco2)c(C(=O)O)c1C	-1.4	46	7	-1	-1	7	1	-7	-4	-1
O=C(NCCN1CCOCC1)c1cc2cc(Br)ccc2oc1=O	-0.9	-2	-4	/	-12	-18	1	18	-5	4
CCOC(=O)c1ccc(N2CSC3=C(C#N)C(c4cccs4)CC(=O)N3C2)cc1 (stereo not given)	-0.1	-10	-5	-1	-3	-12	2	12	8	-1
C/C(O)=C(/C#N)c1nc2ccccc2[nH]1	1.9	-5	-7	/	-10	-21	5	21	12	-4
COc1ccc(CCNc2ccc(C(CC(N)=O)NC(=O)Cc3ccc(Br)cc3)cc2[N+](=O)[O-])cc1 (stereo not given)	-0.4	-6	-2	-2	2	7	-1	-7	6	8
COC(=O)c1cc(C(=O)OCC(=O)Nc2ccc(N3CCOCC3)cc2)cc([N+](=O)[O-])c1	-1.6	-13	4	3	3	-7	3	7	-7	1
CC(C)c1ccc2[nH]c3c(c2c1)[C@@H]1CCN2C(=O)CCC[C@H](C3)[C@H]12	-0.9	58	0	15	-21	13	10	-13	-9	-3
O=C(CN1CCN(S(=O)(=O)/C=C/c2ccccc2)CC1)NCC(F)(F)F	1.1	3	0	-2	-2	-31	1	31	1	0
COc1ccc(-c2noc(-c3ccccc3-c3ccccc3)n2)cc1	-0.5	/	-3	0	-5	38	10	-21	-16	4
O=C(Nc1cccc(-c2nc3ccccc3[nH]2)c1)c1cccc(NC(=O)c2ccco2)c1	0.8	-87	7	/	-39	47	4	-47	-10	2
CC(C)(C)c1cc(NC(=O)Nc2ccc(Br)cc2Cl)no1	-4.9	25	4	0	-6	-10	-5	10	-8	-1
COc1ccc(-n2c(SCC(=O)Nc3cc(C)on3)nc3c([nH]c4ccccc43)c2=O)cc1OC	0.3	-18	2	-2	25*	3	-14	-3	3	-3
COC(=O)c1nn(-c2ccccc2)c(-c2ccccc2)c1C(=O)c1ccccc1	-1.1	/	-3	/	-9	6	6	-6	-13	-2
Cc1ccc2ncccc2c1NC(=S)NC(=O)c1ccccc1	-0.8	-31	-2	2	-12	10	6	-10	-8	1
COc1ccccc1-n1cc(-c2ccc(C)cc2)[nH]c1=S	5.0	-35	4	-1	-4	18	/	-18	-10	0
CC(=O)c1cc(CN2CCCCC2)cc(OC(C)C)c1	-0.1	4	3	-1	-4	-4	-10	4	-10	-6
O=C(c1ccc(=O)[nH]c1)N(Cc1ccco1)C1(C(=O)NC2CCCC2)CCCCC1	-1.2	5	0	/	-2	-4	3	4	-6	0
Other entries follow.
SMILES	CDK5 p35 inh	MITF TRPM1 HTS	HTR5A ag ctr	Wnt bcat act	dFosB act	SR-BI HDL uptake	Rtt109 Vps75	SR-BI DiI-HDL act	PvdQ inh	cardiac RTF act
COc1ccc(C2Oc3ccccc3C3=C2C(c2cccs2)n2ncnc2N3)cc1 (stereo not given)	1.5	-30	-1	/	-9	20	10	-20	-10	-7
C=C(C)C1CC=C(C)/C(=N/NC(=O)COc2ccccc2C)C1 (stereo not given)	-1.7	-3	4	/	-6	32	8	-32	-5	-1
O=C(NCC1CCCO1)c1ccccc1NS(=O)(=O)c1ccc(Br)s1 (stereo not given)	1.3	4	-1	-2	-14	6	6	-6	-8	-6
CCOC(=O)N1CCC(NC(=O)c2oc3c(c2C)-c2[nH]ncc2CC3)CC1	-0.4	-10	-2	4	2	16	16	-16	-13	4
O=S(=O)(NCCN1CCCC1)c1cccc2cccnc12	3.4	3	5	-1	-10	14	-12	-14	-11	0
CCN(CC)S(=O)(=O)c1ccc2c(c1)nc(SCc1nc3ccsc3c(=O)[nH]1)n2CC	-3.1	/	6	-4	0	-14	/	14	-8	0
C(=N\N1CCN(Cc2cccc3ccccc23)CC1)/c1ccco1	1.2	30	0	-5	3	7	3	-7	-10	-6
CC1CC(C)CN(S(=O)(=O)c2ccc(F)c(C(=O)Nc3ccc(Cl)cc3F)c2)C1 (stereo not given)	-0.6	4	5	-1	-1	19	-2	-19	-14	-8
CCN(CC)c1ccc(NC2CC(=O)N(CCc3ccc(OC)cc3)C2=O)cc1 (stereo not given)	0.1	-10	2	-3	-7	46	1	-46	-2	-2
CCC(=O)c1ccc(OCC(=O)O)cc1	1.7	5	2	/	0	-17	-2	17	-3	5

The last 3 records of the section before lead into the next.
SMILES	CDK5 p35 inh	MITF TRPM1 HTS	HTR5A ag ctr	Wnt bcat act	dFosB act	SR-BI HDL uptake	Rtt109 Vps75	SR-BI DiI-HDL act	PvdQ inh	cardiac RTF act
CC1CC(C)CN(S(=O)(=O)c2ccc(F)c(C(=O)Nc3ccc(Cl)cc3F)c2)C1 (stereo not given)	-0.6	4	5	-1	-1	19	-2	-19	-14	-8
CCN(CC)c1ccc(NC2CC(=O)N(CCc3ccc(OC)cc3)C2=O)cc1 (stereo not given)	0.1	-10	2	-3	-7	46	1	-46	-2	-2
CCC(=O)c1ccc(OCC(=O)O)cc1	1.7	5	2	/	0	-17	-2	17	-3	5
O=C(O)CCCNC(=O)C(c1ccccc1)c1ccccc1	-0.2&0.5	7&4	-4&-1	0&3	2&-8	-35&2	-1&6	35&-2	-13&13	-2&-3
Cc1ccc(S(=O)(=O)Nc2nc3cc(C)c(C)cc3[nH]2)cc1	-1.0	-6	/	1	-3	-20	20	20	2	/
CCOc1ccc(NC(=S)NC(C)CCc2ccccc2)cc1 (stereo not given)	1.0	2	1	-12	-7	0	-2	0	8	-5
Cc1cc(O)cc2c1C1CCC3(C)C(O)CCC3C1C=C2 (stereo not given)	0.1	-2	-2	10	11	46	2	-46	7	-2
CCOC(=O)CC(=O)CSc1nc2c(c(-c3cccs3)c1C#N)CCC2	-1.1	-13	-1	-10	-6	-39	-12	39	6	-4
Cc1cccc(NC(=S)NNc2ncc(C(F)(F)F)cc2Cl)c1	0.8	-17	-2	-3	-3	15	6	-15	-4	1
COc1ccc(CNC(=O)c2nn(C)c3c2CS(=O)(=O)c2ccccc2-3)cc1	1.2	-2	2	-2	-5	26	2	-26	0	3
Cc1c(C=N)c(O)n(C)c(=O)c1C#N	-1.6	/	1	2	-4	6	1	-6	-13	0

Assay outcomes: PubChem BioAssay, several laboratories
